Compound activity from PubChem.
MrgX1 antag = antagonists of human MrgX1 receptor. Q96LB2. hit rate 1.3% among 310,000. MRGX1-HEK293 calcium flux, Fluo-4, BAM8-22 antagonism; hits give low values. B-score at 10 µM;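 active = calcium-response B-score plate-corrected more than 3 library SD below zero, starting fluorescence within 5 deviations, no agonist response on first addition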;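 also: peak minus trough fluorescence over baseline after final BAM8-22 challenge near maximal dose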
TRPC6 inhibitor = blocks the mouse TRPC6 cation channel; HEK293-TRPC6, membrane potential dye, ACh-evoked depolarization; hits give low values; B-score at 10 µM; hit rate 1.1% among 310,000;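 active = B-score under library mean minus 3 SD, initial fluorescence not abnormally high, positive integrated signal ratio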;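 also: B-score derived from integrated fluorescence ratio over the kinetic read; more negative B-score means stronger inhibition of depolarization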
Target sequence (Q61143 whole entry, looked up): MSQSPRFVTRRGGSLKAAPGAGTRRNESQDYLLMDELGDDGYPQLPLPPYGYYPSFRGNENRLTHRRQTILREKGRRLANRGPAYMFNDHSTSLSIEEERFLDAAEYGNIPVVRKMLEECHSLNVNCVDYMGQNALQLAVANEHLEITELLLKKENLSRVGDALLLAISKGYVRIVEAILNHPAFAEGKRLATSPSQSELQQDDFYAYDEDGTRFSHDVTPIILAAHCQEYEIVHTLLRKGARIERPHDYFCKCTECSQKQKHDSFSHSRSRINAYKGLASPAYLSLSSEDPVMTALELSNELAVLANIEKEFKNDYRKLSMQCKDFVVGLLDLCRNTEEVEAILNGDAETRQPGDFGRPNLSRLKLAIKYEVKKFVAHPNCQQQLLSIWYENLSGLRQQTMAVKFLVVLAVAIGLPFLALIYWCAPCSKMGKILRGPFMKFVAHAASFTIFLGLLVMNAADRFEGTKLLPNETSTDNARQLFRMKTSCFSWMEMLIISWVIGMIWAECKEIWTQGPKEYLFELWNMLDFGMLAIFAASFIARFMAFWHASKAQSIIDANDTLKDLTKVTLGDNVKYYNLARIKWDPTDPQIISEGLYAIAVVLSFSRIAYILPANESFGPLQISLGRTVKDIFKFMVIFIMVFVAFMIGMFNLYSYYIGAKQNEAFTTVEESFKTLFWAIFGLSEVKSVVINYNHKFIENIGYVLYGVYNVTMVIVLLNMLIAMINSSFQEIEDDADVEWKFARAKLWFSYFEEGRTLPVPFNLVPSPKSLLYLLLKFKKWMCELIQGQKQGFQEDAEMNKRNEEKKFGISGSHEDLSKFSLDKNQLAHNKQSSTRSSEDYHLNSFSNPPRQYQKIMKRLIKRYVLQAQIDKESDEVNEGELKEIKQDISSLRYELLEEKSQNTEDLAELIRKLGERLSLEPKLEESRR
RGS4 inh = human RGS4 inhibition; P49798; HEK293 M3R/RGS4 inducible, Fluo-4 calcium flux; hits give high values; triggered by carbachol at its EC20; B-score at 10 µM; hit rate 0.45% among 310,000; AID 463165;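 active = B-score, a plate-corrected calcium signal, over three deviations above library mean, with baseline fluorescence within five deviations of library mean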;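 also: RGS4 expression induced by doxycycline in cells with stable M3 receptor; B-score is computed from the integrated fluorescence ratio over baseline after carbachol; higher B-score means a larger calcium signal and so more RGS4 inhibition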
Target sequence (P49798 whole entry, looked up): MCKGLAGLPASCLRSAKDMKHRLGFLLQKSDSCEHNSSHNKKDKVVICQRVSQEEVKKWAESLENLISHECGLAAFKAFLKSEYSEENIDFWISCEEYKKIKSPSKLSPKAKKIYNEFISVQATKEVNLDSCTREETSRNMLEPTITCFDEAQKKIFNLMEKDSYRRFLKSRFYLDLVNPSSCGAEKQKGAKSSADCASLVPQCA
SKKanGAS inh = blocks kanamycin growth of S. pyogenes SKKanGAS strain; BacTiter-Glo, 6 h; inhibition, % at 7.5 µM; hit rate 1.3% among 300,000; AID 1662;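 active = mean replicate score, as percent of positive control median, at least 50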;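 also: strain carries kanamycin resistance gene driven by streptokinase promoter and grows in 40 µg/ml kanamycin; loss of luminescence reflects streptokinase promoter inhibition or plain growth inhibition; 0% = median of DMSO wells and 100% = positive control at its reference dose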
MrgX1 PAM = allosterically activates human MrgX1 receptor signaling; hit rate 0.63% among 310,000; Q96LB2; MrgX1-HEK293, Fluo-4 calcium flux, FDSS; hits give high values; B-score at 10 µM;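 active = plate-corrected calcium response at least 3 library SD above typical, normal starting fluorescence, not activating the receptor alone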;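 also: compound read alongside a low EC10 to EC30 dose of BAM8-22 agonist; peak minus trough fluorescence over baseline measured at the second addition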
TRPC6 act = activates the mouse TRPC6 cation channel; AID 2550; HEK293-TRPC6 membrane potential dye fluorescence; hits give high values; B-score at 10 µM; Q61143; hit rate 0.13% among 310,000;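 active = B-score of the integrated fluorescence ratio above library mean plus 3 SD, and starting fluorescence ratio within library mean plus 5 SD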;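 also: higher score means more depolarization so channel activation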
Platelet DG rel = platelet dense granule release activity | inhibition, %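 (compounds screened at 7.5 µM in platelet-rich plasma)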 | human platelet-rich plasma, SFLLRN dense granule ATP release, luminescence | hit rate 0.22% among 300,000;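 active = mean replicate score, as percent of positive control, at or above 50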
HIF act = HIF pathway transcriptional activation | activation, % at 7.5 µM (by protocol) | U2OS HRE-luciferase reporter, luminescence; normalized: DMSO 0%, desferrioxamine 100% | hit rate 0.32% among 300,000;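 active = mean activation of at least 10% of the iron chelator positive control signal, with at least half of replicates also reaching 10%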
TRPC4 inh = TRPC4 (mouse) channel inhibition; Q9QUQ5; HEK293 TRPC4beta/mu-opioid, DAMGO-evoked Fluo4 calcium flux; hits give low values; B-score at 10 µM; hit rate 0.39% among 300,000;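 active = B-score over 3 SD under the library average, no early fluorescence shift, positive overall ratio signal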
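Assay system – HEK293 line stably carrying TRPC4beta and mu-opioid receptor · Doses – single dose · Detection – Fluo4 calcium-dye fluorescence, kinetic read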
MrgX1 agonist = human MrgX1 receptor agonism, primary screen | Q96LB2 | MrgX1-HEK293 cells, Fluo-4 calcium fluorescence, agonist mode; hits give high values | B-score at 10 µM | hit rate 0.44% among 310,000 | AID 588627;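 active = calcium response B-score plate-corrected fluorescence ratio at least 3 library SD, with starting fluorescence B-score inside 5 SD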
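System: HEK293 cells stably expressing human MrgX1 receptor; Dosing: test compound in the initial addition of three; Schedule: overnight plating, then 30 min 37 °C plus 30 min room-temperature dye loading; Detection: kinetic calcium dye fluorescence, Fluo-4 NW; Controls: per-plate positive and negative controls for Z′ factor.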
RGS4 act = potentiators or activators of RGS4; HEK293 M3R/inducible RGS4, carbachol calcium flux Fluo4; hits give low values; B-score at 10 µM; hit rate 0.92% among 310,000; AID 463111;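 active = B-score of the integrated calcium signal more than 4 SD below the library mean, with starting fluorescence not abnormally high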;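 also: negative B-score means reduced calcium response which marks RGS4 activation or potentiation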
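Reagent: ECmax carbachol challenge; Test system: M3R-expressing HEK293 line, RGS4 induced by doxycycline; Schedule: overnight RGS4 induction, 30 min dye load 37 °C, 20 min compound RT; Detection: calcium dye Fluo4 fluorescence; Read-out: Agonist-evoked peak-minus-minimum fluorescence over baseline, integrated ratio, B score.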
* = called active by the depositor; i = inactive; / = not tested or not shown.

SMILES | MrgX1 antag | TRPC6 inhibitor | RGS4 inh | SKKanGAS inh | MrgX1 PAM | TRPC6 act | Platelet DG rel | HIF act | TRPC4 inh | MrgX1 agonist | RGS4 act
COC(=O)CCN(C(=O)c1ccc(Cl)c([N+](=O)[O-])c1)c1ccccn1 | i | i | i | -5 | i | i | 3 | 0.2 | i | i | i
O=C(c1ccco1)N1CCN(C(=O)c2cc(-c3ccccc3F)no2)CC1 | i | i | i | 63* | i | i | 2 | 2.8 | i | i | i
Oc1ccccc1N1CCN(CC(O)COCc2ccccc2Cl)CC1 (centres undefined) | i | i | i | -12 | i | i | -19 | -0.8 | i | i | i
CCC1CCCCN1C(=O)CSc1nc(N)cc(N)n1 (centres undefined) | i | i | i | 4 | i | i | 2 | 0.1 | i | i | i
CCn1c(=S)sc2c(=O)n(-c3ccccc3)c(SCC(=O)NCc3ccco3)nc21 | i | i | i | 8 | i | i | 14 | 0.0 | i | i | i
CCC(=O)Nc1cccc(NC(=O)c2cccnc2)c1 | i | i | i | 0 | i | i | -2 | 1.3 | i | i | i
CC(C)CCNC(=O)Cc1c(C(=O)O)[nH]c2ccc(Cl)cc12 | i | i | i | 2 | i | i | 6 | -0.5 | i | i | i
COc1cc(C(=O)NCc2nnc(SCC(=O)Nc3ccc4c(c3)OCO4)o2)cc(OC)c1OC | i | i | i | -6 | i | i | 1 | -0.4 | i | i | i
CSc1nc(C)nc2c1c(=O)n(C)c(=O)n2C | i | i | i | -1 | i | i | 21 | -0.1 | i | i | i
Cc1cccc(N/N=C/c2ccc(O)c(O)c2O)c1 | i | i | i | 14 | i | i | -7 | -0.2 | i | i | i
O=C(Nc1ccc(F)cc1)c1ccc(S(=O)(=O)N2CCOCC2)o1 | i | i | i | -4 | i | i | -3 | 0.2 | i | i | i
COc1ccccc1/C=C/C(=O)NCC(=O)N/N=C/c1ccccc1 | i | i | i | / | i | i | -1 | -0.5 | i | i | i
N#Cc1cc([N+](=O)[O-])ccc1NC(=O)COC(=O)C12CC3CC(CC(C3)C1)C2 | i | i | i | 7 | i | i | -3 | -1.6 | i | i | i
Cc1c(CC(=O)NCCCC(=O)O)c(=O)oc2cc3oc4c(c3cc12)CCCC4 | i | i | i | 2 | i | i | 3 | -1.3 | i | i | i
O=C(COC(=O)/C=C/c1ccc([N+](=O)[O-])cc1)NCC1CCCO1 (centres undefined) | i | i | i | 0 | i | i | 1 | -0.2 | i | i | i
O=c1c(-c2ccc(Cl)cc2)[n+]([O-])c2ccccc2n1OCc1nc2ccccc2[nH]1 | i | i | i | 1 | i | i | 12 | 2.1 | i | i | i
COc1ccc(OC(=O)c2cnn(-c3ccccc3)c2C)cc1 | i | i | i | 11 | i | i | 8 | 2.9 | i | i | i
CCOC(=O)C1CCN(C(=O)c2ccccc2NC(C)=O)CC1 | i | i | i | 0 | i | i | 13 | 0.0 | i | i | i
Cc1cccc(NC(=O)CN2C(=O)NC(Cc3ccccc3)C2=O)c1 (centres undefined) | i | i | i | -2 | i | i | -41 | 0.2 | i | i | i
Nc1ccc(-c2ccc(C(=O)O)s2)cn1 | i | i | i | 9 | i | i | 5 | -0.2 | i | i | i
O=C(c1cccc2nc3ccccc3nc12)N1CCOCC1 | i | i | i | 1 | i | i | -17 | 0.1 | i | i | i
c1ccc(-n2nnnc2-n2ccnc2)cc1 | i | i | i | -2 | i | i | -1 | 0.3 | i | i | i
CCCCC(=O)Nc1ccc(C(=O)NCCCn2ccnc2)cc1 | i | i | i | 1 | i | i | -10 | 0.0 | i | i | i
O=C1CC(N(CCc2ccccc2)C(=S)Nc2ccccc2)C(=O)N1c1ccc(F)cc1 (centres undefined) | i | i | i | 23 | i | i | 4 | 0.0 | i | i | i
COc1ccc(C(=O)Nc2ccccc2C(=O)NC(Cc2ccc(O)cc2)C(=O)NNC(=O)c2ccccc2Cl)cc1 (centres undefined) | i | i | i | 4 | i | i | -2 | 0.4 | i | i | i

(listing goes on)
SMILES | MrgX1 antag | TRPC6 inhibitor | RGS4 inh | SKKanGAS inh | MrgX1 PAM | TRPC6 act | Platelet DG rel | HIF act | TRPC4 inh | MrgX1 agonist | RGS4 act
COc1cc(NC(=O)CSc2ccc3c(c2)OCCO3)cc(OC)c1OC | i | i | i | 0 | i | i | 1 | 0.2 | i | i | i
CCN(CCO)Cc1csc2cccc(Br)c12 | i | i | i | -16 | i | i | -14 | -0.8 | i | i | i
Cc1ccc(S(=O)(=O)N(CC(O)CN2C(=O)NC(C)(C)C2=O)c2cccc(C)c2)cc1 (centres undefined) | i | i | i | -10 | i | i | 14 | -0.4 | i | i | i
O=C1CCC(=O)N1CC(=O)N(c1ccccc1)c1ccccc1 | i | i | i | -4 | i | i | 11 | 0.7 | i | i | i
O=C(/C=C/N1CCOCC1)c1coc2ccccc12 | i | i | i | 6 | i | i | 0 | -0.1 | i | i | i
O=c1[nH]c(CN2CCCC2)nc2sc3c(c12)CCC3 | i | i | i | 2 | i | i | 0 | 0.0 | i | i | i
Cc1cc(C(=O)N[C@@H](c2ccccc2)[C@]2(C)C[C@H]2[C@@H](C)C(=O)Nc2ccc3ccccc3c2)no1 | i | i | i | 27 | i | i | 0 | 0.5 | i | i | i
COc1ccc(CCN=Cc2ccccc2O)cc1OC | i | i | i | 6 | i | i | -4 | -0.3 | i | i | i
Cc1ccc(N2CC(C(=O)NC3CC3)CC2=O)cc1Cl (centres undefined) | i | i | i | -2 | i | i | -2 | -1.7 | i | i | i
Cc1cc(-c2nn3c(C)nnc3s2)ccc1NC(=O)C(C)(C)C | i | i | i | 3 | i | i | 8 | 0.1 | i | i | i
CC(=O)Oc1cccc(N2C(=O)c3ccccc3C2=O)c1 | i | i | i | -3 | i | i | 4 | -0.4 | i | i | i
COc1ccc(CNC(=O)C2CSC(c3ccc(OC)cc3)N2C(C)=O)cc1 (centres undefined) | i | i | i | -3 | i | i | 3 | / | i | i | i
O=[N+]([O-])c1ccc(Oc2cccc3cccnc23)c(Cl)c1 | i | i | i | 7 | i | i | -4 | 0.2 | i | i | i
O=C(COC(=O)CNC(=O)c1ccccc1F)Nc1cccc(S(=O)(=O)N2CCCCCC2)c1 | i | i | i | -12 | i | i | -20 | -0.8 | i | i | i
C=CCc1cc(Cl)ccc1OCCOCCNC(C)(C)C | i | i | i | -1 | i | i | 0 | 0.1 | i | i | i
Cc1csc(SCC(=O)NC(=O)C2CCCCC2)n1 | i | i | i | -4 | i | i | -6 | -0.3 | i | i | i
O=C(CCCn1nnnc1CN1CCOCC1)N1CCC(c2ccccc2Cl)C1 (centres undefined) | i | i | i | -7 | i | i | 0 | -0.2 | i | i | i
CCOc1cc(CNc2nn[nH]n2)ccc1OCC(=O)NC(C)(C)C | i | i | i | 2 | i | i | 6 | -0.6 | i | i | i
CC(=O)/C(N=Nc1c(C)n(C)n(-c2ccccc2)c1=O)=C(\C)O | i | i | i | 5 | i | i | 0 | 0.0 | i | i | i
O=C(N/C(=C/c1ccc2c(c1)OCO2)C(=O)N1CCOCC1)c1cccs1 | i | i | i | -7 | i | i | -2 | -0.4 | i | i | i
CCOC(=O)C1CCN(Cc2cccc(OC)c2)CC1 | i | i | i | -12 | i | i | -3 | -0.3 | i | i | i
CCOC(=O)Nc1nc(-c2ccc(Cl)cc2Cl)cs1 | -5.6* | i | i | -8 | i | i | -39 | 1.8 | i | i | i
CCNC(=O)c1ccc(C2SCC(=O)N2Cc2ccco2)cc1 (centres undefined) | i | i | i | 6 | i | i | 11 | -12 | i | i | i
COc1ccc(N=C2S/C(=C\c3cc(C)n(C)c3C)C(=O)N2C)cc1 | i | i | i | 11 | i | i | -1 | -0.2 | i | i | i
CCOc1ccc(CN(CC)C(=O)c2ccc3c(c2)[nH]c(=O)c(=O)n3CC)cc1OC | i | i | i | -2 | i | i | 4 | 0.0 | i | i | i

Results in TRPC4 inh, HIF act and MrgX1 PAM (two entries from above):
canonical_smiles	TRPC4 inh	HIF act	MrgX1 PAM
O=C(/C=C/N1CCOCC1)c1coc2ccccc12	i	-0.1	i
O=c1[nH]c(CN2CCCC2)nc2sc3c(c12)CCC3	i	0.0	i

Carrying on.
SMILES | MrgX1 antag | TRPC6 inhibitor | RGS4 inh | SKKanGAS inh | MrgX1 PAM | TRPC6 act | Platelet DG rel | HIF act | TRPC4 inh | MrgX1 agonist | RGS4 act
CC(C)c1ccc(C(C(=O)NC2CCCC2)N(C(=O)CNC(=O)c2ccco2)c2cccnc2)cc1 (centres undefined) | i | i | i | 4 | i | i | 2 | -0.6 | i | i | i
CS(=O)(=O)N1CCN(CC2CC3C=CC2C3)CC1 (centres undefined) | i | i | i | -3 | i | i | 3 | 0.2 | i | i | i
CN(C)CCSc1nc(O)c(-c2ccccc2)c(=O)n1-c1ccccc1 | i | i | i | -1 | i | i | 3 | 0.7 | i | i | i
CCCn1c(SCC(=O)N2CCN(C(=O)c3ccco3)CC2)nc2ccccc2c1=O | i | i | i | -4 | i | i | -8 | 0.9 | i | i | i
Cc1cc(Nc2c(C)cccc2C)n2nc(C)nc2n1 | i | i | i | -13 | i | i | 2 | -0.3 | i | i | i
CCN(CC)S(=O)(=O)c1ccc(OC)c(NS(=O)(=O)c2cccc(C(=O)O)c2)c1 | i | i | i | -10 | i | i | 1 | 0.2 | i | i | i
O=S(=O)(Nc1ccccc1)c1cccc2nonc12 | i | i | i | -13 | i | i | 13 | -0.1 | i | i | i
COc1ccc(CNC(=O)CN(Cc2ccc(Cl)cc2)C(=O)c2csnn2)cc1 | i | i | i | 2 | i | i | 0 | -0.1 | i | i | i
CC(C)(C)N=C1NC(=NC(C)(C)C)c2ccccc21 | -5* | i | i | -2 | i | i | -5 | -0.7 | i | i | i
O=C(NCc1ccccc1Cl)C1CCC(CNc2c(N3CCCCC3)c(=O)c2=O)CC1 (centres undefined) | i | i | i | -1 | i | i | 0 | -0.1 | i | i | i
O=C1OC(c2ccc(Cl)cc2)/C(=C(/O)c2ccccc2)C1=O (centres undefined) | i | i | i | 7 | i | i | 1 | 0.9 | i | i | i
CCOC(=O)c1cccnc1SCC(=O)N(C)c1ccccc1 | i | i | i | 9 | i | i | 4 | -0.6 | i | i | i
COc1ccc(CNC(=O)CNC(=O)N2CC(=O)Nc3ccccc32)cc1 | i | i | i | 1 | i | i | 7 | 1.0 | i | i | i
CCN1C(=O)C(CC(=O)NC2CCCCC2)N(CC)C1=O (centres undefined) | i | i | i | -8 | i | i | -5 | -0.3 | i | i | i
